GoLoco inh red: blocks human Gai1 binding to RGS12 GoLoco peptide, red readout; P63096; Gai1:RGS12 GoLoco peptide FP, rhodamine, 10 min; Potency, µM (doses to about 61.6 µM), for the others: top-dose activity, negative = inhibition, most hits filed as inhibitors; hit rate 0.44% among 230,000; AID 880; active = well fitted inhibition curve with a large enough effect, not every such curve was filed as active; inactive = no such curve, though single readings can be large or run the other way; note: % is set by controls: 0 for no effect and ±100 for the full control effect; nearly all actives have a fitted effect of over 30% in size; many of its hits are not listed in these tables
Target sequence (P63096 whole entry, looked up): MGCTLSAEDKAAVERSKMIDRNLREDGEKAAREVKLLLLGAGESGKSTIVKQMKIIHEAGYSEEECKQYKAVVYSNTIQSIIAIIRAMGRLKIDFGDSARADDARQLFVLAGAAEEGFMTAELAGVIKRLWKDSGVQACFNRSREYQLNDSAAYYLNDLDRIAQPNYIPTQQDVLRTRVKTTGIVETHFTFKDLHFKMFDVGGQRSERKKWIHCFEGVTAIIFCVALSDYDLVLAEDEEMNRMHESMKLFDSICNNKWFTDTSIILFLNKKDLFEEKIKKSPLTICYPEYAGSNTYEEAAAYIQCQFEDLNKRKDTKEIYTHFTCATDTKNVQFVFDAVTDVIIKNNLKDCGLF
Epigenetic derep: regulators of epigenetic silencing causing reporter derepression in mouse cells; murine LDR cells, GFP reporter derepression, 30 h; Potency, µM (top dose mostly 53.9 µM), without a hit: at the highest dose GFP activation, actives largely listed as activators; AID 1865; hit rate 0.2% among 280,000; note: % of control where 0% means no effect; nearly all actives have a fitted effect of over 60% in size
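In this reporter-derepression format, murine cells bearing a silenced integrated CMV-GFP locus incubate with test compound (30 h, 37 C), then are washed and imaged; fluorescent objects of 20–120 um count as induced cells.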
SMN2 splice up: SMN2 splice variant enhancement; HEK293 SMN2-luciferase splicing reporter, luminescence, 30-36 h; Potency, µM (series often up to 46.1 µM), for inactives: top-dose activity change, positive = activation, most hits filed as activators; hit rate 2.8% among 210,000; note: % of control where 0% means no effect; nearly all actives have a fitted effect of over 55% in size
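HEK293 cells carry an SMN2 […]–luciferase reporter in which exon 7 inclusion puts luciferase in frame. Cells were plated 10-12 h before compound addition, then incubated 30-36 h at 37C. ONE-Glo luminescence was read; sodium butyrate at 4.5 mM final served as control.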
IMPase Li cell: membrane-permeable IMPase blocker, potentiated with lithium | hit rate 0.35% among 210,000 | Potency, µM (titrated, usually from 59.4 µM), for the others: top-dose activity, negative = IMPase inhibition, most hits filed as inhibitors | CHO-M1 cells, IP1 TR-FRET (IP-One), carbachol + lithium;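 note: IP1 builds up when IMPase is blocked and the TR-FRET signal falls; plate controls were basal vehicle for no effect and high inhibitor control for full effect; nearly all actives have a fitted effect of over 50% in size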
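CHO cells stably expressing M1 receptor (2000/well) were cultured 16–30 h, then exposed to compounds with a small lithium addition for 30 min at 37C. IP1 was measured by TR-FRET competition; AC50 from Hill fits.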
RECQ1 helicase: RECQ1 (human) helicase inhibition; RECQ1 DNA unwinding, red fluorescence kinetic read; Potency, µM (highest dose often 57.3 µM), without a hit: at the top dose activity, negative = inhibition, usual class: inhibitors; hit rate 0.54% among 240,000; AID 2549;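 note: plate controls were vehicle for no effect and no enzyme for full effect; nearly all actives have a fitted effect of over 30% in size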
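50 nM RECQ1T1 preincubated 15 min with compound in Tris pH 8.0 buffer with MgCl2, DTT, Tween-20 and 2.5 ug/ml poly(dI-dC); started with 200 nM TAMRA/BHQ-2 forked duplex and 2 mM ATP. Unwinding read as fluorescence (525/598 nm), two reads 2 h apart.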
NPSR antagonist: blocks cAMP signaling of the human neuropeptide S receptor; CHO-NPSR cells, cAMP TR-FRET, antagonist mode; hit rate 1% among 220,000; Potency, µM (doses to about 38.3 µM), inactives show at the top dose activity change, negative = inhibition, actives largely listed as inhibitors; Q6W5P4; note: % is set by controls: 0 for no effect and ±100 for the full control effect; nearly all actives have a fitted effect of over 50% in size; many of its hits are not listed in these tables
Target sequence (Q6W5P4 whole entry, looked up): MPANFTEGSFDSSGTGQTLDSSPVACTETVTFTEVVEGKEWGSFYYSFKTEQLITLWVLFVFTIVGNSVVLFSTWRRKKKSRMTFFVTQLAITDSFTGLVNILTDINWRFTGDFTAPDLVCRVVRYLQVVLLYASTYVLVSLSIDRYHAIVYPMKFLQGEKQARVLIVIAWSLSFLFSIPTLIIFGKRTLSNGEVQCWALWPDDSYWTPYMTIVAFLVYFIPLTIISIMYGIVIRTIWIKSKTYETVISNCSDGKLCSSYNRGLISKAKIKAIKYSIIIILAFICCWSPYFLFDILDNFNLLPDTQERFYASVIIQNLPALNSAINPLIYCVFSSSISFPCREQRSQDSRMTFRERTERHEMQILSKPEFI
Luc counter: Kinase-Glo luciferase inhibition (counter-screen); Potency, µM (series often up to 38.3 µM), without a hit: at the top dose activity change, negative = inhibition, usual class: inhibitors; AID 1379; hit rate 0.28% among 200,000; Kinase-Glo luciferase, ATP luminescence, 8 min; note: % is set by controls: 0 for no effect and ±100 for the full control effect; nearly all actives have a fitted effect of over 60% in size
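Luminescence was the read-out, taken after 8-minute incubation at ambient temperature. Luciferase turned over luciferin with 10 uM ATP in imidazole pH 7.2 buffer containing KCl, MgCl2, Tween 20 and BSA.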
KDM4E inh: JMJD2E (human) inhibition | AID 2147 | hit rate 1.6% among 230,000 | B2RXH2 | Potency, µM (top dose mostly 57.1 µM), without a hit: top-dose activity change, negative = inhibition, usual class: inhibitors | JMJD2E catalytic domain, FDH-coupled NADH fluorescence (FDH is formaldehyde dehydrogenase); active = well fitted inhibition curve with a large enough effect, not every such curve was filed as active; inconclusive = small, poorly fitted or top-dose-only effect, or another doubt; inactive = no such curve, though single readings can be large or run the other way;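 note: 0% = wells with enzyme and -100% = buffer wells without enzyme; nearly all actives have a fitted effect of over 50% in size; many of its hits are not listed in these tables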
Target sequence (B2RXH2 1-337 limits assumed): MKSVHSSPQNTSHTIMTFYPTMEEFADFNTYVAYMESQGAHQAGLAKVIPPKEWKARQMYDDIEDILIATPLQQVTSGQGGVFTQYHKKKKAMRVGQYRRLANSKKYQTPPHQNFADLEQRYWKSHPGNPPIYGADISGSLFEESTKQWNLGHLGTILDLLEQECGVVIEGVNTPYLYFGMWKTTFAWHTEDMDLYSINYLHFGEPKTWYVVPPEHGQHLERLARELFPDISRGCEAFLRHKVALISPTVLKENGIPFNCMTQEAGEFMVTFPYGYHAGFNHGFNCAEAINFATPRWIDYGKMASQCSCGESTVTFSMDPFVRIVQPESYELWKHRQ
An asterisk follows results filed as active; i = inactive; ? = inconclusive; . = not tested or not shown; [ ] = another dose, or the depositor's remark. Unless noted, calls come from the whole dose curve; as a rule, active = well fitted curve in the direction sought with a large enough effect; inconclusive = small, poorly fitted or top-dose-only effect, or another doubt; inactive = no such curve, though single readings can be large; an effect the other way counts as inactive or inconclusive. Potency is the fitted concentration of half-maximal effect.

smiles	GoLoco inh red	Epigenetic derep	SMN2 splice up	IMPase Li cell	RECQ1 helicase	NPSR antagonist	Luc counter	KDM4E inh
Cc1ccccc1-n1nc2c(c1NC(=O)c1cc3ccccc3oc1=O)CS(=O)C2 (stereo unspecified)	-1%	-1.9%	1%	-16%[38.3 µM]	15%	-6%[46.1 µM]	-4%	5%
O=C(CCCN1C(=O)c2ccccc2C1=O)NCc1ccco1	0%	0.0%	15%	0%	-5%	1%[46.1 µM]	-2%	-3%
C/C(=N\NC(=O)c1ccc(O)cc1)c1ccc2c(c1)Nc1ccccc1S2	2%	0.0%	-17%	5%	-6%	?	-1%	1%
Cc1ccc(S(=O)(=O)N2CCC(C(=O)N/N=C/c3ccccc3[N+](=O)[O-])CC2)cc1	2%	-3.2%	4%	0%	-13%	-15%	2%	1%
COC(=O)c1sccc1N(C)S(C)(=O)=O	2%	0.9%	6%	-3%	i	17%	-3%	4%
O=C(CCn1c2c(c3ccccc31)CCCC2)NNC(=O)c1ccccc1C(=O)O	2%	-2.4%	.	.	-23%	23%	.	-8%
Fc1cccc(Cc2noc(CN3CCN(C4CCc5ccccc5C4)CC3)n2)c1 (stereo unspecified)	9%	1.1%	.	35%[activator]	5%	-1%	2%	?
O=S(=O)(NCC1CCCO1)c1cc(Br)c(Br)s1 (stereo unspecified)	-12%	0.0%	-11%	38%[activator][38.3 µM]	1%	8%[46.1 µM]	1%	0%
Cc1nc(Nc2ccc(F)cc2)[nH]c(=O)c1CCC(C)C	5%	2.5%	-32%[inhibitor]	15%	i	?	-1%	-4%
COc1cc2c(cc1OC)C(C(C)C)=NC(C)(C)C2	5%	-0.3%	4%	-3%	-14%	-8%[46.1 µM]	-3%	?
CCN(CC)S(=O)(=O)c1cccc(C(=O)NC(C(=O)Nc2nnc(C)s2)C(C)C)c1 (stereo unspecified)	0%	?	-15%	34%[38.3 µM]	-6%	-3%[46.1 µM]	0%	0%
Cc1cc(N2CCOCC2)nc(SCc2ccc(Cl)cc2Cl)n1	-2%	0.0%	-17%	19%[38.3 µM]	-11%	?	0%	-17%
Cc1nc2cnc(Oc3ccccc3)nc2n(CCC#N)c1=O	6%	.	6%	6%	0%	.	-3%	.
COc1ccc(CCNC2=C(Cl)C(=O)N(Cc3ccccc3)C2=O)cc1OC	144%[activator]	-1.3%	-91%[inhibitor]	-3%	24%	-41%	3%	-2%
O=C(N/N=C/c1cccs1)c1ccc2c(c1)OCO2	6%	-1.0%	13µM*	-6%	-1%	4%	-10%	-8%
CN(C)/C=C1\C(=O)N(c2ccc(Oc3ccccc3)cc2)CS1=O (stereo unspecified)	-8%	1.1%	3%	8%[38.3 µM]	-4%	-1%[46.1 µM]	0%	1%
CCCCN(Cc1ccccc1)C(=O)C1CCCN(S(=O)(=O)c2cnc[nH]2)C1 (stereo unspecified)	3%	-0.6%	-5%	-1%[38.3 µM]	-6%	-19%[46.1 µM]	1%	16%
CCOc1ccc(N2C(=O)CN=C2Nc2ccccc2Cl)cc1	4%	-0.9%	-13%	-2%[38.3 µM]	-4%	4%[46.1 µM]	-5%	0%
CCOc1c(O)ccc(/C=C2\SC(=S)NC2=O)c1[N+](=O)[O-]	24%	-0.8%	-9%	8%	25%	-46%	0%	-4%
Cn1c(=O)[nH]c(=O)c2c1nc(N1CCOCC1)n2CC(O)COc1ccccc1 (stereo unspecified)	.	-1.9%	.	.	-6%	-2%[46.1 µM]	.	-5%

Brought forward from above: 5 compounds, then new ones.
smiles	GoLoco inh red	Epigenetic derep	SMN2 splice up	IMPase Li cell	RECQ1 helicase	NPSR antagonist	Luc counter	KDM4E inh
CN(C)/C=C1\C(=O)N(c2ccc(Oc3ccccc3)cc2)CS1=O (stereo unspecified)	-8%	1.1%	3%	8%[38.3 µM]	-4%	-1%[46.1 µM]	0%	1%
CCCCN(Cc1ccccc1)C(=O)C1CCCN(S(=O)(=O)c2cnc[nH]2)C1 (stereo unspecified)	3%	-0.6%	-5%	-1%[38.3 µM]	-6%	-19%[46.1 µM]	1%	16%
CCOc1ccc(N2C(=O)CN=C2Nc2ccccc2Cl)cc1	4%	-0.9%	-13%	-2%[38.3 µM]	-4%	4%[46.1 µM]	-5%	0%
CCOc1c(O)ccc(/C=C2\SC(=S)NC2=O)c1[N+](=O)[O-]	24%	-0.8%	-9%	8%	25%	-46%	0%	-4%
Cn1c(=O)[nH]c(=O)c2c1nc(N1CCOCC1)n2CC(O)COc1ccccc1 (stereo unspecified)	.	-1.9%	.	.	-6%	-2%[46.1 µM]	.	-5%
Cn1c(N/N=C/c2c[nH]c3ccccc23)nc2ccccc21	1%	0.4%	-109%[inhibitor]	-29%[38.3 µM]	-21%	-16%[46.1 µM]	-7%	?
COc1cccc(CN2CCNC(=O)C2CC(=O)N2CCOc3ccccc3C2)c1OC (stereo unspecified)	22%	5.7%	.	5%	25%	-5%	-1%	8%
O=C(CC(c1ccccc1)c1cc(Cl)ccc1O)NCCN1CCOCC1 (stereo unspecified)	-4%	1.0%	.	.	-15%	6%	.	-3%
NC(=S)N/N=C/c1coc2cc(Br)ccc2c1=O	29%	2.2%	.	.	-9%	-26%	.	-5%
Cc1nnc(SCC(=O)NC(=O)Nc2ccc3c(c2)OCCO3)n1N	-64%	2.4%	.	.	-5%	-1%[7.67 µM]	.	-1%
COc1ccc(/C=N/NC(=O)c2[nH]c3ccc(Br)cc3c2-c2ccccc2)cc1	8%	7.2%	-33%[inhibitor]	1%	-3%	19%	0%	?
Cc1cccc(OCCCn2c(CCNC(=O)C(C)C)nc3ccccc32)c1	-4%	-1.0%	-33%[inhibitor]	13%	-3%	-10%	0%	-1%
O=C(CCN1C(=O)c2cccc3cccc(c23)C1=O)NCc1ccco1	4%	-0.1%	5%	1%	-2%	-4%	-1%	?
N#C/C(=C\Nc1ccccn1)C(=O)C1CC1	0%[14.2 µM]	.	-7%[9.22 µM]	3%	.	.	-1%[7.66 µM]	.
CC1CCN(C(=O)c2cc3ccccc3o2)CC1	4%	-1.1%	?	26%[38.3 µM]	6%	10%[46.1 µM]	-6%	-2%
CCC(=O)Nc1ccc(NC(=S)Nc2ccccc2)cc1	8%	-1.0%	11%	-5%	-1%	11%	0%	-12%
CCOc1ccc(NC(=O)c2ccc(CSc3nnnn3C)cc2)cc1	7%	0.1%	-43%[inhibitor]	4%	-4%	6%	-1%	4%
COc1c2c(cc3oc(C)cc(=O)c13)OC(C(C)(C)OC1OC(CO)C(O)C(O)C1O)C2 (stereo unspecified)	4%	2.7%	-19%	-7%	?	14%	0%	?
CCn1c(C)nc2cc(S(=O)(=O)C(F)(F)C(F)C(F)(F)F)ccc21 (stereo unspecified)	2%	-5.3%	-25%	7%[38.3 µM]	i	-13%[46.1 µM]	-2%	2%
COc1ccc(/C=N/NC(=O)CCN2CCCCC2c2cccnc2)cc1Cn1cc([N+](=O)[O-])cn1 (stereo unspecified)	1%	1.9%	.	.	11%	8%	.	12%
Cc1ccsc1/C=N/NC(=O)c1sccc1C	-16%	-1.2%	11µM*	5%[38.3 µM]	-9%	-14%[46.1 µM]	?	-2%
COc1ccc(-c2cc3nc[nH]c(=O)c3s2)cc1	7%	-0.7%	13µM*	?	0%	12%[46.1 µM]	-9%	?
CCn1c(O)c(C#N)c(C)cc1=O	9%	1.1%	.	.	-2%	-27%	.	?
Cc1ccc2c(c1)C(=NC1CCCCC1)c1cc3ccccc3nc1-2	0%	1.5%	2.8µM*	3%	-1%	?	-1%	3%
O=C(CCSc1nc2cc(Cl)ccc2o1)N1CCOCC1	15%	-0.7%	-12%	-4%[38.3 µM]	-11%	-5%[46.1 µM]	2%	0%
CSc1nc(-c2ccccc2)nn1S(=O)(=O)c1ccccc1	7%	1.2%	15%	-4%	-5%	-1%[46.1 µM]	-3%	-1%
NC(=O)C1CCCN(C(=O)Nc2cccc3ccccc23)C1 (stereo unspecified)	-1%	2.4%	4%	21%[38.3 µM]	-4%	-3%[46.1 µM]	2%	?
CCOC(=O)N1CCN(C(=O)CSCc2ccc(C)cc2)CC1	-9%	-1.8%	6%	-9%[38.3 µM]	i	4%[46.1 µM]	-4%	-2%
CN(C)/C=C/C(=O)c1ccc(-n2cccc2)cc1	5%	-0.1%	13µM*	0%	-19%	2%	-19%	-14%
CC1(C)C(=O)NCCN1C(=O)CC1C(=O)NCCN1CC(c1ccccc1)c1ccccc1 (stereo unspecified)	11%	0.0%	.	3%	-21%	-6%	-3%	-16%
N#CC1=C(N)OC2=C(C(=O)CCC2)[C@]12C(=O)N(CC(N)=O)c1ccccc12	.	-4.2%	.	.	-4%	-1%[46.1 µM]	.	9%
C=C1CCC(C)C(C)(CCC2=CCOC2=O)C/C=C\C=C/1C(=O)O (stereo unspecified)	7%	2.4%	.	.	i	-15%	.	5%
O=c1cc(/C=C/c2ccccc2)oc2c1ccc1ccccc12	3%	-3.2%	-32%[inhibitor]	16%	-17%	-13%	1%	?
COC(=O)[C@H](CCSC)NC(=O)Nc1cccc(Br)c1	-4%	-1.3%	.	.	14%	-7%	.	4%
CN1C(=O)/C(=C/c2cc(N=Nc3ccccc3)ccc2O)SC1=S	208%[activator]	-0.9%	-26%	25%[38.3 µM]	-14%	-19%[46.1 µM]	-23%	-7%
Cc1ccc(NC(=O)CCCc2ccccc2)nc1	-12%	0.9%	16µM*	17%	i	-8%	1%	-1%
COCCCN1C(=O)c2ccc(C(=O)Nc3ccccc3OC)cc2C1=O	5%	-1.0%	20%	26%[38.3 µM]	-4%	-11%[46.1 µM]	-4%	0%
CCOC(=O)c1sc2nccc(N(C)C)c2c1N=CNOC	2%	0.0%	-23%	5%[38.3 µM]	-5%	-17%[46.1 µM]	-3%	-6%

Screening results: PubChem BioAssay, National Center for Advancing Translational Sciences (NCATS)

The list is partial; the hit share may differ from the screen's.
